# From PubChem
# L3MBTL1 inh: qHTS Assay for the Inhibitors of L3MBTL1 | 230,000 compounds, 0.66% hits | Lethal(3)malignant brain tumor-like protein 1 (Homo sapiens), Q9Y468 | AlphaScreen L3MBTL1–H3K9me1 peptide binding | Potency, µM (series often up to 57.1 µM), for the others: at the highest dose activity, negative = inhibition, most hits filed as inhibitors; active = well fitted inhibition curve with a large enough effect; inconclusive = small, poorly fitted or top-dose-only effect; inactive = no such curve, though single readings can be large or run the other way; also: nearly all actives have a fitted effect of over 60% in size
# Target sequence (Q9Y468 whole entry, looked up): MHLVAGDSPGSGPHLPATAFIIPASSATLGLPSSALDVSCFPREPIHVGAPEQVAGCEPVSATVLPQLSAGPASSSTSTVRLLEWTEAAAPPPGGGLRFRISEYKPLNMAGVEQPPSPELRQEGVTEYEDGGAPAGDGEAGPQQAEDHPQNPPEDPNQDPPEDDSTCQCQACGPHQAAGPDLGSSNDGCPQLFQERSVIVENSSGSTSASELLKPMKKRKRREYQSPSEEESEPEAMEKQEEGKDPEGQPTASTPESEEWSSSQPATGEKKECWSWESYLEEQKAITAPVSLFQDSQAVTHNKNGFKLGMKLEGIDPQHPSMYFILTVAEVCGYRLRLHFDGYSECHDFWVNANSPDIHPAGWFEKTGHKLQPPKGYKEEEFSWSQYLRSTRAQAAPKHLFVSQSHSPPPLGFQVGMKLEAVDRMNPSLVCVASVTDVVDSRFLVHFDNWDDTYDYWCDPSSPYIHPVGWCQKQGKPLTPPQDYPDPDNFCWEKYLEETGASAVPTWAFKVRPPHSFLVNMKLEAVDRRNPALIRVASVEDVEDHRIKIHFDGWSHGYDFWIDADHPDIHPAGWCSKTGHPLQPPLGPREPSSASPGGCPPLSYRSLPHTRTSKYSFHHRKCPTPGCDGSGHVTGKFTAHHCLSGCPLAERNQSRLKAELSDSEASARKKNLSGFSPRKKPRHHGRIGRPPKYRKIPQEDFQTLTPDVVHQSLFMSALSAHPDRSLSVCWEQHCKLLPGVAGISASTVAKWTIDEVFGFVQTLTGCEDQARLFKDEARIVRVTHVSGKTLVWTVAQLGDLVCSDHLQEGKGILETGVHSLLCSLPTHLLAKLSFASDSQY
#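 L3MBTL1 (50 nM) pre-complexed 30 min with biotinylated H3(1-15)K9me1 peptide (75 nM), then compounds added for 30 min at room temperature; AlphaScreen streptavidin donor/nickel chelate acceptor beads (10 ug/mL final) read after 30 min dark incubation.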
# * = called active by the depositor; u = inconclusive; [ ] = another dose, or the depositor's remark. % is scaled to controls: 0 for no effect and ±100 for the full control effect; potency is read from the fitted curve at half-maximal effect.
cpd	structure	L3MBTL1 inh
1	CCCCn1c(N)c(N(CC)C(=O)c2ccc(-c3ccc(Cl)cc3)o2)c(=O)[nH]c1=O	2%
2	Cc1ccccc1OCCC(=O)OCC(=O)NC1CCCCC1	2%
3	COc1cccc(OCCn2cc(C=O)c3ccccc32)c1	-1%[2.29 µM]
4	N#C/C(=C\c1ccc(O)c(O)c1)C(=O)N1CCc2ccccc21	u
5	COc1ccc(S(=O)(=O)N2CCCCCC2)cc1NC(=O)Cc1ccc(OC)c(OC)c1	-6%
6	O=C(Nc1ccc(-n2cc(Br)cn2)cc1)c1ccncc1	-1%
7	Cc1cccc(NC(=O)C(C)N2C(=O)c3ccccc3S2(=O)=O)n1 (stereo not drawn)	-7%
8	CCOc1ccc(N(C(C)C(=O)N2CCOCC2)S(C)(=O)=O)cc1 (stereo not drawn)	0%
9	CCCCN(C(=O)CSc1ncn[nH]1)c1c(N)n(Cc2ccccc2)c(=O)[nH]c1=O	4%
10	CC(=O)c1c(C)[nH]c(C(=O)COC(=O)C2(C)CC2(Cl)Cl)c1C (stereo not drawn)	1%
11	CC(=O)c1ccc(S(=O)(=O)N2CCCc3ccccc32)cc1	1%
12	Cc1csc(SCC(=O)Nc2cccc(C)c2C)n1	4%
13	COc1cccc(NC(=O)CN(C)C(=O)c2c(C)nn(-c3ccccc3)c2Cl)c1	1%
14	O=C(CN(Cc1ccco1)C(=O)c1ccc(N2CCCC2=O)cc1)Nc1ccccc1C(F)(F)F	-3%
15	CC(=O)Nc1ccc(NC(=O)c2cc(S(=O)(=O)N3CCCCC3)ccc2C)cc1	5%
16	Cc1noc(C)c1S(=O)(=O)N(C)C[C@H]1Oc2c(NC(=O)C3CCCCC3)cccc2C(=O)N([C@H](C)CO)C[C@@H]1C	0%
17	C=CCn1c(SCC(=O)NC2CC2)nc2ccccc2c1=O	3%
18	COc1ccc2ccn(C)c2c1	-3%
19	COc1cccc(-c2sc3cc(OC)c(OC)cc3c2-c2ccc(OCCN3CCCCC3)cc2)c1	-26%
20	C=C1CCC2[C@](C)(CO[C@@H]3O[C@H](CO)[C@@H](O)[C@H](O)[C@H]3O)CCC[C@@]2(C)[C@@H]1CCC1=CCOC1=O (stereo partly drawn)	1%
21	Cc1ccc(CNc2ccc3c(c2)nc(C)n3C)cc1	-23%
22	Cc1ccc(NC(=O)Cc2nc(CN(C)CC(=O)Nc3ccc(C)cc3)cs2)cc1	-12%
23	COc1ccc(C(CNC(=O)CCC(=O)c2ccc(C)s2)N2CCOCC2)cc1 (stereo not drawn)	9%
24	CCN1CCN(c2ccc(S(=O)(=O)N3CCCCC3)cc2NC(=O)/C=C/c2ccc(OC)c(OC)c2)CC1	-1%
25	O=C(NC(Cc1ccccc1)C(=O)N1CCN(c2ccccc2O)CC1)c1ccccc1 (stereo not drawn)	-1%
26	CC(C)C(NC(=O)C1CC(=O)N(Cc2ccccc2)C1)c1nc2ccccc2[nH]1 (stereo not drawn)	7%
27	COc1ccc(N(CC(=O)Nc2ccc(OC)c(OC)c2)S(=O)(=O)c2ccccc2)cc1Cl	-14%
28	CN(C)c1ccc(-c2nc3cc(N)ccc3o2)cc1	6%
29	COc1ccc(-c2csc3ncnc(Sc4nnnn4C)c23)cc1	-2%
30	CC(OC(=O)c1ccco1)C(=O)Nc1ncc(Cl)cc1Cl (stereo not drawn)	2%
31	CCOc1ccc(S(=O)(=O)N2CCOCC2)cc1NC(=O)CCOc1ccc(C(C)(C)C)cc1	-1%
32	Cc1cccc(C(=O)OCC(=O)NC2CC2)c1O	3%
33	COc1ccccc1NC(=O)COC(=O)/C=C/c1cccs1	49%[activator]
34	CCCN(C(=O)c1cccc(S(=O)(=O)N2CCN(Cc3ccccc3)CC2)c1)C1CCS(=O)(=O)C1 (stereo not drawn)	1%
35	O=C(Cn1cc(C(F)(F)F)cc(Cl)c1=O)Nc1cccc(S(=O)(=O)N2CCCCC2)c1	5%
36	O=C(CC1SC(N2CCCCC2)=NC1=O)Nc1ccc(C(=O)NCc2ccccc2)cc1 (stereo not drawn)	-2%
37	Cc1ccc(NS(=O)(=O)c2ccc(C(=O)NCCCN3CCCC3=O)cc2)cc1C	6%
38	CC(=O)Nc1ccc(S(=O)(=O)Nc2ccc(-n3cnnn3)cc2)cc1	8%
39	COc1cc(C(=O)OCC(=O)N2CCCC2=O)cc(OC)c1C	u
40	CCOc1ccc(NC(=O)COC(=O)c2cc(S(=O)(=O)N3CCCC3)ccc2C)cc1	0%
41	O=C(Cn1ccc(C(F)(F)F)n1)NNC(=O)c1ccco1	-7%
42	O=C(COC(=O)c1cnccn1)Nc1c(Cl)cc(Cl)cc1Cl	4%
43	O=C(Nc1ccccc1)O/N=C/c1ccc(F)cc1	1%
44	CCCn1c(SCC(=O)N2c3ccccc3CC2C)n[nH]c1=O (stereo not drawn)	-5%
45	Cc1ccc([C@H]2C(C(=O)O)=CC[C@@H](c3cccs3)N2S(=O)(=O)c2ccc(C)cc2)cc1	-3%
46	COc1cccc(NC(=O)CN(C)C(=O)c2cccc(NS(=O)(=O)c3ccccc3)c2)c1	1%
47	COc1cc(OC)cc(-c2c(-c3cccs3)c3cc(-c4ccc(N(C)C)nc4)ccc3n2C)c1	-2%
48	CCN(CC)CCn1c2c(c(SCC(=O)Nc3nc4ccccc4s3)nc1=O)CCCC2	-7%
49	Cc1c(C(=O)OCC(=O)NCCN2C(=O)CSC2=O)cccc1[N+](=O)[O-]	-3%
50	CCOC(=O)C1=C(COC(=O)/C=C/c2ccc(OC)cc2)NC(=O)NC1C (stereo not drawn)	-6%
51	O=C(Nc1ccc(S(=O)(=O)N2CCOCC2)cc1)c1cccc(Br)c1	-4%
52	COc1cc(CN2CCN(C(O)(c3ccccc3)c3ccccc3)CC2)cc(OC)c1OC	-1%
53	Cc1ccc(S(=O)(=O)NCCC(=O)N(C)Cc2cccs2)cc1	9%
54	Cn1cccc1C(=O)OCC(=O)NCCCc1ccccc1	-3%
55	Cc1ccc(S(=O)(=O)Nc2cccc(C(=O)NCC(c3ccc(F)cc3)N3CCOCC3)c2)cc1 (stereo not drawn)	-11%
56	O=C(OCC(=O)N1CCc2ccccc21)c1n[nH]c(=O)c2ccccc12	3%
57	N#Cc1ccccc1S(=O)(=O)N1CCN(C(=O)c2cc(=O)[nH]c3ccccc23)CC1	15%
58	CC[C@H]1c2[nH]c3ccccc3c2C[C@H]2C(=O)N(c3ccc(F)cc3)C(=O)N21	-3%
59	CCN1CCN(c2ccc(NC(=O)c3cc(OC)c(OC)c(OC)c3)cc2)CC1	-2%
60	COc1ccc(OC)c(NC(=O)CN2c3cccc4cccc(c34)S2(=O)=O)c1	-25%

# Later entries.
cpd	structure	L3MBTL1 inh
61	COc1ccc(C(=O)NCC(c2ccco2)N2CCCC2)cc1S(=O)(=O)N1CCCCC1C (stereo not drawn)	-9%
62	CN(C)C(CNC(=O)C1CC(=O)N(Cc2ccccc2)C1)c1ccccc1 (stereo not drawn)	3%
63	Cc1ccc(-c2csc(SCC(=O)c3c(N)n(C4CC4)c(=O)[nH]c3=O)n2)cc1	2%
64	CC1=C(C(=O)OCCC(C)C)C(c2ccc3c(c2)OCO3)NC(=O)N1 (stereo not drawn)	-3%
65	Cc1cc(C)c(C(N)=O)c(SCC(=O)c2cc(C)n(-c3cc(C)on3)c2C)n1	49%[activator]
66	O=C(CN1C(=O)NC2(CCCCC2)C1=O)Nc1cc(C(F)(F)F)ccc1N1CCOCC1	11%
67	Cc1ccc(N=C2NC(=O)C(CO)(CO)S2)cc1	0%
68	Cc1nnc(NC(=O)C2CCN(S(=O)(=O)c3ccc(F)c(Cl)c3)CC2)o1	35µM*
69	CCN(CC(=O)Nc1c(F)cccc1F)C(=O)Cc1ccc(OC)c(S(=O)(=O)N2CCOCC2)c1	5%
70	Cc1ccc2nc(SCC(=O)c3c(N)n(C4CC4)c(=O)[nH]c3=O)[nH]c2c1	1%
71	O=C(Nc1ccc(F)c(Cl)c1)c1ccccc1	18%
72	Cc1cc(C)cc(C(=O)NC(CC(N)=O)c2ccc(N3CCC(N4CCCCC4)CC3)c([N+](=O)[O-])c2)c1 (stereo not drawn)	4%
73	COCCn1cnnc1SCC(=O)Nc1ccc(N2CCCCC2)cc1	1%
74	CCC[C@H]1NC(=O)[C@H](C)N(C)C(=O)C(C)(C)C(=O)C(C)NC(=O)[C@H](Cc2ccc(OC)cc2)N(C)C(=O)[C@H](C(C)C)N(C)C(=O)CNC(=O)[C@H](CC(C)C)N(C)C(=O)CNC(=O)[C@H]([C@@H](C)CC)OC(=O)[C@H]1C (stereo partly drawn)	-8%
75	COc1ccc(NC(=O)CSc2nnc(-c3cccs3)n2N)cc1S(N)(=O)=O	11%

# Reformatted: results already given.
66: O=C(CN1C(=O)NC2(CCCCC2)C1=O)Nc1cc(C(F)(F)F)ccc1N1CCOCC1
  L3MBTL1 inh: 11%
67: Cc1ccc(N=C2NC(=O)C(CO)(CO)S2)cc1
  L3MBTL1 inh: 0%
68: Cc1nnc(NC(=O)C2CCN(S(=O)(=O)c3ccc(F)c(Cl)c3)CC2)o1
  L3MBTL1 inh: 35µM*
69: CCN(CC(=O)Nc1c(F)cccc1F)C(=O)Cc1ccc(OC)c(S(=O)(=O)N2CCOCC2)c1
  L3MBTL1 inh: 5%

# New compounds follow
cpd	structure	L3MBTL1 inh
76	O=C(COC(=O)Cc1cccc(C(F)(F)F)c1)Nc1ccc2[nH]c(=O)[nH]c2c1	-5%
77	CCn1c2ccccc2c2cc(NC(=O)C(C)OC(=O)c3ccc(NC(=O)CC#N)cc3)ccc21 (stereo not drawn)	7%
78	COC(=O)C1CCCN1S(=O)(=O)c1ccc([N+](=O)[O-])cc1 (stereo not drawn)	9%
79	O=C(COC(=O)c1cncc(Br)c1)Nc1ccc(N2CCCCC2)cc1	-10%
80	C[C@@H]1CN([C@H](C)CO)C(=O)c2cc(NC(=O)Cc3cn(C)c4ccccc34)ccc2O[C@H]1CN(C)C(=O)Nc1ccc2c(c1)OCO2	-20%
81	Cc1nc2ccccc2c(=O)n1NC(=O)c1ccccc1	-3%
82	CCOC(=O)Cc1csc(SCC(=O)N(CC(C)C)c2c(N)n(Cc3ccccc3)c(=O)[nH]c2=O)n1	5%
83	CCc1noc(C)c1C(=O)NNC(=O)c1nn(C)c(=O)c2ccccc12	4%
84	CC(C)C[C@H]1CN=C(Nc2ccccc2)N1CC1CCCCC1	7%
85	COc1cc(C(=O)N2CCCc3ccccc32)c([N+](=O)[O-])cc1OC	-2%
86	CCCN(CC(=O)Nc1ccccc1C)C(=O)c1ccc(S(=O)(=O)N2CCC(C)CC2)cc1	1%
87	CC(=O)Nc1ccc(S(=O)(=O)NC2CC(=O)N(c3cccc(F)c3)C2)cc1 (stereo not drawn)	4%
88	CC(=O)c1c(C)[nH]c(C(=O)COC(=O)c2ccc(Cl)nc2)c1C	-1%
89	O=C(NC1C/C=C\C(c2ccccc2)N(c2ccccc2)C(=O)C1)OCC1c2ccccc2-c2ccccc21 (stereo not drawn)	-10%
90	Cc1nc(SCc2ccc(C#N)cc2)n[nH]1	33%[activator]
91	CC1CCC2(CC1)NC(=O)N(CC(=O)Nc1ccc3c(c1)OCO3)C2=O (stereo not drawn)	0%
92	CCOC(=O)[C@H]1[C@H]2COc3ccccc3[C@@H]2N2C(=O)[C@@H](C)NC(=O)[C@@]12C	5%
93	CC1Sc2ccc(C(=O)Nc3cc(S(C)(=O)=O)ccc3Cl)cc2NC1=O (stereo not drawn)	3%
94	COc1ccc(C(C)NC(=O)Cc2cccs2)cc1 (stereo not drawn)	-3%
95	CN1CCc2c(sc(NC(=O)Cc3ccccc3)c2C#N)C1	u
96	CC(C)N(C(C)C)S(=O)(=O)c1ccc(NC(=O)c2cnccn2)cc1	-7%[2.29 µM]
97	C=CCNC(=O)CN1C(=O)c2cccc3cccc1c23	0%
98	CCCc1ccc(OCCNC(=O)c2ccccc2Br)cc1	14%
99	O=C(NCC(=O)N1CCN(S(=O)(=O)c2ccccc2)CC1)c1ccc2ccccc2c1	12%
100	Cc1ccc(S(=O)(=O)N2CCOCC2)cc1NC(=O)CN1C(=O)CN(C)C1=O	u
101	C=CCN1C(=O)C(CC(=O)NCC)SC1=Nc1ccccc1CC (stereo not drawn)	-1%
102	COc1ccc(-c2nnc(SCC(=O)NC3CC3)o2)cc1	2%
103	Cn1c2ccccc2c2c(=O)oc3ccccc3c21	-5%
104	CCN1C(=O)[C@@H]2[C@@H](c3ccc(SC4CCCCC4)c(OC)c3)N3CCC[C@@]3(C(=O)OC)[C@@H]2C1=O	0%
105	O=C(Nc1cc(Cl)ccc1-n1cncn1)c1cccc(S(=O)(=O)N2CCOCC2)c1	10%
106	Cc1cccc(CC(=O)NC2CCCCCC2)c1	0%
107	Cc1cccc(C(=O)OCC(=O)NCC2COc3ccccc3O2)c1 (stereo not drawn)	6%
108	CC1CCCCN1CCCNc1c(C=O)c(=O)[nH]c2ccccc12 (stereo not drawn)	-6%

# In another format: 4 of the compounds above.
94. COc1ccc(C(C)NC(=O)Cc2cccs2)cc1 (stereo not drawn)
- L3MBTL1 inh: -3%
95. CN1CCc2c(sc(NC(=O)Cc3ccccc3)c2C#N)C1
- L3MBTL1 inh: u
96. CC(C)N(C(C)C)S(=O)(=O)c1ccc(NC(=O)c2cnccn2)cc1
- L3MBTL1 inh: -7%[2.29 µM]
97. C=CCNC(=O)CN1C(=O)c2cccc3cccc1c23
- L3MBTL1 inh: 0%

# Some of the compounds tested, so the mix of outcomes need not match the whole.
